# All columns: NCI-60 one-dose screen, growth in % after 48 h at 10 µM unless noted; 100 = growth as untreated, 0 = no growth, -100 = all killed.
# UO-31 – UO-31 renal cancer | hit rate 5.2% among 81,000
# ACHN – ACHN renal cancer; AID 1794771; hit rate 4.9% among 81,000
# 786-0 – 786-0 renal cancer cells. hit rate 5.1% among 81,000. AID 1794775
# TK-10 – TK-10 renal cancer cells; hit rate 3.9% among 81,000
# SN12C – SN12C renal cancer cells. hit rate 3.8% among 81,000. AID 1794767
# A498 – A498 renal cancer cells | hit rate 5.4% among 76,000 | AID 1794774
# CAKI-1 – CAKI-1 renal cancer | AID 1794772 | hit rate 4.7% among 75,000
# RXF 393 – RXF 393 renal cancer cells; AID 1794773; hit rate 6.9% among 77,000
# * = called active by the depositor; nt = not tested or not shown; & = joins results of further samples; [ ] = remark or other dose. How the source made its calls: active means growth percent below 10; inactive means the rest.
SMILES,UO-31,ACHN,786-0,TK-10,SN12C,A498,CAKI-1,RXF 393
NS(=O)(=O)c1ccc(-n2ncc3c(SCCN4CCOCC4)ncnc32)cc1,92,96,90,117,105,106,nt,36
Cc1cccn2c(=S)[nH]nc12,97,108,107,109,105,103,99,120
COc1cc([C@@H]2N=C(N)NC(C)=C2C(=O)Nc2nc(-c3ccc(Cl)cc3)cs2)ccc1O,79,82,87,91,90,89,67,89
CC(=O)NC(C)C(=O)NC1CCCCCC1 (configuration not stated),92,103,99,116,102,85,102,116
CN(C)CCCn1c2c(c3ncccc3c1=O)C(=O)c1ccccc1-2,32,15,52,52,35,58,53,57
O=C(NCCNC(c1ccccc1)C(NCCNC(=O)c1ccccc1)c1ccccc1)c1ccccc1 (configuration not stated),80,7.1*,106,97,98,112,62,73
COc1ccc(/C=C(/NC(=O)c2ccccc2)C(=O)O)cc1OC,90,107,95,99,99,99,103,109
CCOC(=O)Cn1c(=O)sc2cc3ccccc3nc21,99,99,88,80,96,nt,87,104
O=C(NCc1ccccc1)/C(=C/c1ccc([N+](=O)[O-])cc1)CC(=O)c1ccc(Cl)c(Cl)c1,61,89,89,109,82,83,82,93
COc1ccc(-c2cc3cnc4ccc(Br)cc4c3oc2=O)cc1,92,109,102,115,100,101,96,97
COc1ccc(-c2cc(C(=O)c3cc([N+](=O)[O-])ccc3O)c[nH]c2=O)cc1,83,87,106,91,90,101,92,82
Cc1ccc(S(=O)(=O)NCC[C@@H]2C[C@H]2c2ccc3ccccc3c2)cc1,88,102,107,100,97,81,85,97
O=[N+]([O-])c1ccc(S(=O)(=O)/N=C2\CCCCO2)cc1,78,105,100,113,107,112,103,117
Cc1ccc(C(=O)COc2cccc(/C=C3\Oc4ccc(Cl)cc4C3=O)c2)cc1,82,108,109,132,98,111,97,121
O=C(CC(CC(=O)c1ccccc1)c1ccncc1)c1ccccc1,73,105,110,125,95,98,84,181
Cn1c2ccccc2c2nnc(N/N=C/c3ccccn3)nc21,4.8*,-4.7*,-22*,-19*,12,34,-21*,nt
Cc1cc(N2CCN(CC(=O)Nc3ccc4c(ccn4Cc4ccccc4)c3)CC2)nc(N2CCCCC2)n1,26,87,71,79,81,24,67,65
COC(=O)C1=COC(C)C2C[n+]3ccc4c([nH]c5ccccc54)c3CC12 (configuration not stated),73&79,89&100,107&102,126&107,79&96,95&73,94&101,112
C/C=C(C)/C=N/Nc1nc(-c2ccc(OC)cc2)cs1,76,85,97,102,88,95,77,132
O=C1C2(c3ccccc3)C(c3ccccc3)=C(c3ccccc3)C1(c1ccccc1)C1CC=CC12 (configuration not stated),62,87,86,118,86,89,53,85
c1ccc(NCc2ccco2)nc1,88,102,105,118,94,nt,87,108
CN(C)c1ccc(-c2ccncc2)cc1,93,106,92,102,104,87,83,97
COc1cc2c(=O)[nH]c3cc([N+](=O)[O-])ccc3c2cc1[N+](=O)[O-],20,22,70,52,53,-2.1*,46,72
O=C(N/N=C/c1cc2ccccc2n2nnnc12)Nc1cccc(Cl)c1,80,101,93,106,102,nt,96,104
COC(=O)[C@]12CC[C@@H](C)[C@H](C)[C@@H]1C1=CC[C@@H]3[C@@]4(C)C/C(=N\O)[C@H](O)[C@@]5(C)COC(=C45)C[C@@]3(C)[C@]1(C)CC2,-86*,-81*,-81*,-91*,nt,-89*,-81*,-73*

# Random excerpt: 3 entries already listed
SMILES,UO-31,ACHN,786-0,TK-10,SN12C,A498,CAKI-1,RXF 393
C/C=C(C)/C=N/Nc1nc(-c2ccc(OC)cc2)cs1,76,85,97,102,88,95,77,132
Cc1ccc(S(=O)(=O)NCC[C@@H]2C[C@H]2c2ccc3ccccc3c2)cc1,88,102,107,100,97,81,85,97
Cn1c2ccccc2c2nnc(N/N=C/c3ccccn3)nc21,4.8*,-4.7*,-22*,-19*,12,34,-21*,nt

# Remaining list, next part
SMILES,UO-31,ACHN,786-0,TK-10,SN12C,A498,CAKI-1,RXF 393
Cc1nnc(-n2cccc2)s1,68,95,104,110,95,108,90,130
COc1cc(/C=C2\CCC/C(=C\c3cc(CN4CCOCC4)c(O)c(OC)c3)C2=O)cc(CN2CCOCC2)c1O,53,25,58,54,29,59,46,6.1*
O=C1c2cc(I)ccc2Oc2cc([N+](=O)[O-])ccc2N1c1ccc(Br)cc1F,65,108,98,114,93,63,78,102
C#CCn1cc(C=C2C(=O)N(C)C(=O)N(C)C2=O)c2cc(Cl)ccc21,80,99,111,106,101,70,92,103
CC1(C)[C@@H](O)CC[C@]2(C)[C@H]3CC[C@@H]4[C@H]5[C@H](C(=O)/C=C\c6ccc([N+](=O)[O-])cc6)CC[C@]5(O)CC[C@@]4(C)[C@]3(C)CC[C@@H]12,55,45,57,123,74,49,27,-7.8*
Cc1cc(N2CCN(C)CC2)nc(NCc2cc(Nc3ccnc4cc(Cl)ccc34)ccc2F)n1,-27*,-11*,-27*,-29*,-21*,-41*,13,-71*
COCCn1cc(-c2csc(-c3cn(C)c4ccc(F)cc34)n2)c2cccnc21,64,78,62,82,74,36,84,72
CC/C(=C(/c1ccc(Cl)cc1)c1ccc(OCCN2CCOCC2)cc1)c1ccc(Cl)cc1,81,90,98,94,95,81,78,92
O=C(O)CC(Br)c1cccc([N+](=O)[O-])c1 (configuration not stated),86,104,103,104,106,90,106,108
CC(=O)C[n+]1cccc2c3ccccc3ccc21,83,92,95,101,80,110,94,46
CCOC(=O)[C@@H]1CCCN(S(=O)(=O)c2ccc(S(=O)(=O)N(CC)CC)cc2)C1,53,81,81,75,77,69,64,92
NS(=O)(=O)c1ccc(CCNC(=O)CSc2nccc(=O)[nH]2)cc1,99,102,96,67,92,94,107,105
O=C1CC(c2ccccc2O)Cc2c1cnn2-c1nc2ccccc2[nH]1 (configuration not stated),96,95,89,nt,94,66,80,89
O=C(c1cc(-c2ccc(F)cc2F)ccc1O)N1CCN(Cc2ccc(Cl)cc2)CC1,87,106,104,111,102,99,94,113
CCc1c(C)c2cc3nc(-c4ccc(OC)cc4)oc3c(C)c2oc1=O,83,nt,102,109,106,96,nt,110
OC(CCCC(O)c1ccccc1)c1ccccc1 (configuration not stated),75,99,113,103,102,100,101,108
O=C1[C@H]2Cc3c([nH]c4ccccc34)[C@@H](c3ccc(Br)cc3)N2C(=O)CN1C1CCN(Cc2c(Cl)cccc2Cl)CC1,52,76,96,123,63,98,66,103
O=C(c1ccccc1)c1cccnc1,89&88,103&105,97&90,98&87,94&101,91&85,101&98,92&106
COc1ccc(-c2n[nH]c(Cn3nnnc3-c3ccccc3)n2)cc1,83,104,105,99,101,99,99,111
N#C/C(=C\c1ccc(-c2ccccc2Cl)o1)C(=O)Nc1ncc(Cc2ccc(Cl)cc2)s1,90,106,99,108,102,105,98,128
CC([C@H]1CCC2C3CCC4C[C@@H](N)CC[C@]4(C)C3CC[C@@]21C)N(C)C (some centres not stated),-4.3*,78,72,109,76,89,49,24
CN(C)c1ccc(C2CC(c3cccs3)=NN2c2ccc(S(N)(=O)=O)cc2)cc1 (configuration not stated),75,94,108,111,96,24,84,87
C#Cc1cccc(NC(=O)Nc2ccccc2NC(=O)CCl)c1,-98*[8.25 µM],-84*[8.25 µM],-63*[8.25 µM],-28*[8.25 µM],-69*[8.25 µM],-93*[8.25 µM],-85*[8.25 µM],-81*[8.25 µM]
C#CCOc1ccccc1C(OC(=O)c1ccc(OC)c(OC)c1)C(=O)NC(C)(C)C(C)(C)C (configuration not stated),66,88,90,109,90,92,71,73
CC1OCOC(CO)C(O)C1O (configuration not stated),102,108,103,103,98,90,104,94

# 2 of the compounds above, as tab-separated lines.
canonical_smiles	UO-31	ACHN	786-0	TK-10	SN12C	A498	CAKI-1	RXF 393
CCOC(=O)[C@@H]1CCCN(S(=O)(=O)c2ccc(S(=O)(=O)N(CC)CC)cc2)C1	53	81	81	75	77	69	64	92
CC/C(=C(/c1ccc(Cl)cc1)c1ccc(OCCN2CCOCC2)cc1)c1ccc(Cl)cc1	81	90	98	94	95	81	78	92

# Reformatted with bars between the fields: entries from further up
molecule | UO-31 | ACHN | 786-0 | TK-10 | SN12C | A498 | CAKI-1 | RXF 393
Cc1cc(N2CCN(C)CC2)nc(NCc2cc(Nc3ccnc4cc(Cl)ccc34)ccc2F)n1 | -27* | -11* | -27* | -29* | -21* | -41* | 13 | -71*
c1ccc(NCc2ccco2)nc1 | 88 | 102 | 105 | 118 | 94 | nt | 87 | 108

# Next entries follow.
SMILES,UO-31,ACHN,786-0,TK-10,SN12C,A498,CAKI-1,RXF 393
COC(=O)c1cc(-c2ccccc2)[nH]c(=O)c1C#N,nt,102,101,111,101,130,89,105
C#CCNC(=O)[C@]12CC[C@@H](C)[C@H](C)[C@@H]1C1=CC[C@@H]3[C@@]4(C)Cc5c([nH]c6ccccc56)C(C)(C)[C@@H]4CC[C@@]3(C)[C@]1(C)CC2,56,88,88,84,86,101,nt,88
OCc1cccc2ccccc12,95,99,109,100,108,109,110,146
Cc1ccc2c(n1)C(=O)C(Cl)=C(Nc1cccc(C(F)(F)F)c1)C2=O,-68*,-96*,86,127,86,86,82,-1.2*
Cc1ccc2c(C3NNC(=S)N3)cc(=O)oc2c1 (configuration not stated),85,100,98,105,97,74,93,110
N=S(=O)(NC(=O)c1ccc(Cl)cc1Cl)c1ccc(Cl)cc1 (configuration not stated),96,106,108,113,105,75,nt,105
COc1cc(OC)c(-c2nc3ccccc3s2)c(OC)c1,59,97,109,158,100,93,75,113
Cc1ccccc1N=C(N)Nc1ccccc1C,90,109,104,101,105,107,100,104
CN1CCN(CCCNC(=O)c2ccc(Cl)s2)CC1,86,110,106,101,103,113,96,112
CN1C(=O)C2(C(C#N)=C(c3ccc(Cl)cc3)Nc3c2c(-c2ccccc2)nn3-c2ccccc2)c2ccccc21 (configuration not stated),72,89,97,103,86,144,71,77
N=C(N)c1ccc(-c2ccc(-c3ccc(-c4cccs4)s3)s2)cc1F,76,101,99,122,93,0.5*,94,90
COC(=O)Cc1ccc([N+](=O)[O-])cc1[N+](=O)[O-],90,107,100,118,97,118,111,104
O=C1c2ccccc2C(=O)c2cc3c(cc21)CCCC3,74,94,99,124,92,69,87,88
O=C(CCC(=O)N1CCOCC1)OCCCCCCSc1ccc([N+](=O)[O-])c2nonc12,-84*,-98*,-21*,13,-75*,13,-31*,-62*
Cc1ccccc1OCCSc1nc2ccc(NC(=O)c3cccs3)cc2s1,91,91,91,104,89,103,82,131
CN1CCN(c2ccc(Nc3nc(NCCNS(=O)(=O)c4ccccc4)c4sccc4n3)cc2)CC1,81,101,99,142,95,101,76,87
CCOC(=O)/C=C(\C)OCC,nt,109,nt,100,98,114,96,115
O=C(c1ccccc1)c1ccc(N2C(=O)C3C4c5ccccc5C(/C=C/C(=O)c5ccccn5)(c5ccccc54)C3C2=O)cc1 (configuration not stated),-37*,-25*,2.1*,20,11,nt,49,-49*
c1ccc(-c2n(Cc3ccc4ccccc4c3)c3ccccc3[n+]2Cc2ccc3ccccc3c2)cc1,-80*,-4.5*,-95*,nt,-79*,-41*,-45*,-39*

# Two consecutive entries from above, for reference:
SMILES,UO-31,ACHN,786-0,TK-10,SN12C,A498,CAKI-1,RXF 393
COC(=O)c1cc(-c2ccccc2)[nH]c(=O)c1C#N,nt,102,101,111,101,130,89,105
C#CCNC(=O)[C@]12CC[C@@H](C)[C@H](C)[C@@H]1C1=CC[C@@H]3[C@@]4(C)Cc5c([nH]c6ccccc56)C(C)(C)[C@@H]4CC[C@@]3(C)[C@]1(C)CC2,56,88,88,84,86,101,nt,88

# Bioassay records from PubChem BioAssay.
